Source: PubChem BioAssay (National Center for Advancing Translational Sciences (NCATS))
RORg inh – qHTS for inhibitors of ROR gamma transcriptional activity. Nuclear receptor ROR-gamma (Mus musculus), P51450. Drosophila S2 Gal4-RORgamma UAS-luciferase reporter, 20 h. Potency, µM (series often up to 53.6 µM), for inactives: at the highest dose activity change, negative = inhibition, hits mostly inhibitors. hit rate 5.4% among 310,000. AID 2551, 2010; also: % is scaled to controls: 0 for no effect and ±100 for the full control effect; nearly all actives have a fitted effect of over 60% in size
Target sequence (P51450 whole entry, looked up, the tested form may be a part): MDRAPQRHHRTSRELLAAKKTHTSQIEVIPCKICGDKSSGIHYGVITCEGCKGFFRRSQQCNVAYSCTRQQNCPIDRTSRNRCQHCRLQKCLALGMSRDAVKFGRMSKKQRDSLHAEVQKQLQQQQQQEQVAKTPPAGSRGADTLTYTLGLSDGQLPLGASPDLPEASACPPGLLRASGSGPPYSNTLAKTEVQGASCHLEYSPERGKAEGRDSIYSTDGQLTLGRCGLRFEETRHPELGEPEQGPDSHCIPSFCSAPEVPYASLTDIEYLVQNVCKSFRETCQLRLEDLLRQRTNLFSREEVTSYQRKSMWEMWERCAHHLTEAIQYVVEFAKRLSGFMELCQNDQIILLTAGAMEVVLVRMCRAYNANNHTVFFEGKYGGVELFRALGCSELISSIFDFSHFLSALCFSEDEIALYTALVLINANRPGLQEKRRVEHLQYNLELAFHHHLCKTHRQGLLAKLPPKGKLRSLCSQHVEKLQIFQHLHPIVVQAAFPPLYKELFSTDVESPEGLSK
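ROR gamma transcriptional activity was tracked as Gal4-UAS luciferase output in stably transfected Drosophila Schneider cells, with compound added 1 hr before 700 uM copper sulfate induction and a 20 hr ambient-temperature incubation.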
ELG1 genotoxic – qHTS screen for small molecules that induce genotoxicity in human embryonic kidney (HEK293T) cells expressing luciferase-tagged ELG1; Potency, µM (titrated, usually from 46 µM), inactives show at the top dose activity change, positive = activation, most hits filed as activators; HEK293T ELG1-luciferase reporter, luminescence, 16 h; hit rate 1.3% among 330,000; also: % of control where 0% means no effect; nearly all actives have a fitted effect of over 60% in size
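After overnight (16 hr) compound treatment at 37 °C, ELG1-luciferase HEK293T cells were lysed with ONE-Glo; luminescence quantified 30 min later at room temperature.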
MBNL1 CUG block – qHTS Assay for Inhibitors of MBNL1-poly(CUG) RNA binding | Muscleblind-like protein 1 (Homo sapiens), Q9NR56 | TR-FRET MBNL1-His/biotin-(CUG)12 binding, 665/545 ratio | Potency, µM (top dose mostly 57.5 µM), without a hit: at the highest dose activity change, negative = inhibition, usual class: inhibitors | hit rate 0.036% among 280,000; active = well fitted inhibition curve with a large enough effect in the signal ratio, with a control signal flat, not every such curve was filed as active; inconclusive = small, poorly fitted or top-dose-only effect, or effect the other way, or a change in a side signal; inactive = no such curve, though single readings can be large or run the other way; the % refers to the signal ratio; also: % is scaled to controls: 0 for no effect and ±100 for the full control effect
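His-tagged MBNL1 binding to biotinylated (CUG)12 RNA was measured by TR-FRET using terbium anti-His antibody (0.055 ng/ul final) and streptavidin-XL665 (5 nM final). Compounds were titrated 92 nM to 58 uM; 60 min at room temperature.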
NPC1 promoter act – qHTS Assay for NPC1 Promoter Activators; Huh7 NPC1 promoter luciferase reporter, 24 h; Potency, µM (titrated, usually from 9.22 µM), inactives show at the highest dose activation, hits mostly activators; hit rate 2.4% among 320,000; AID 485313, 2010;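 also: % of control where 0% means no effect; nearly all actives have a fitted effect of over 60% in size; reporter is driven by a mutant NPC1 promoter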
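Cells: Huh7 expressing luciferase under the NPC1 promoter, 1500/well. Seeded 2 h, compound added, incubated 24 h at 37 °C. Luciferase reagent, 10 min ambient, then luminescence.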
uPA surface inh – qHTS for Inhibitors of Cell Surface uPA Generation. cell surface uPA generation assay, qHTS. Potency, µM (highest dose often 38.3 µM), without a hit: at the highest dose activity change, negative = inhibition, usual class: inhibitors. hit rate 0.31% among 330,000; active = well fitted inhibition curve with a large enough effect; inconclusive = small, poorly fitted or top-dose-only effect; inactive = no such curve, though single readings can be large or run the other way; tested in mouse RAW 264.7 cells; also: % is scaled to controls: 0 for no effect and ±100 for the full control effect; nearly all actives have a fitted effect of over 55% in size
p53 reactivation – qHTS assay for re-activators of p53 using a Luc reporter. H1299 p53-A138V BP100-luciferase reporter, luminescence, 24 h. Potency, µM (top dose mostly 92.2 µM), for the others: at the highest dose activity change, positive = activation, usual class: activators. hit rate 0.063% among 320,000. AID 504706, 2011; also: % of control where 0% means no effect; nearly all actives have a fitted effect of over 45% in size
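H1299 (p53-null), stable ts p53-A138V + BP100-Luc; 1000 cells/well, Opti-MEM/10% FBS; cpd 4 pt, 1:5; 24 h, 37 deg C, 5% CO2; detection reagent 10 min RT; luminescence.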
FLuc modulator – qHTS profiling assay for firefly luciferase inhibitor/activator using purifed enzyme and Km concentrations of substrates (counterscreen for miR-21 project); Luciferin 4-monooxygenase (Photinus pyralis), P08659; purified FLuc, Km substrates, luminescence inhibition; Potency, µM (series often up to 57.5 µM), for the others: at the highest dose activity change, negative = inhibition, most hits filed as inhibitors; hit rate 6.9% among 360,000; AID 588342, 2011;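 also: plate controls were vehicle for no effect and reference inhibitor for full effect; nearly all actives have a fitted effect of over 55% in size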
Target sequence (P08659 whole entry, looked up): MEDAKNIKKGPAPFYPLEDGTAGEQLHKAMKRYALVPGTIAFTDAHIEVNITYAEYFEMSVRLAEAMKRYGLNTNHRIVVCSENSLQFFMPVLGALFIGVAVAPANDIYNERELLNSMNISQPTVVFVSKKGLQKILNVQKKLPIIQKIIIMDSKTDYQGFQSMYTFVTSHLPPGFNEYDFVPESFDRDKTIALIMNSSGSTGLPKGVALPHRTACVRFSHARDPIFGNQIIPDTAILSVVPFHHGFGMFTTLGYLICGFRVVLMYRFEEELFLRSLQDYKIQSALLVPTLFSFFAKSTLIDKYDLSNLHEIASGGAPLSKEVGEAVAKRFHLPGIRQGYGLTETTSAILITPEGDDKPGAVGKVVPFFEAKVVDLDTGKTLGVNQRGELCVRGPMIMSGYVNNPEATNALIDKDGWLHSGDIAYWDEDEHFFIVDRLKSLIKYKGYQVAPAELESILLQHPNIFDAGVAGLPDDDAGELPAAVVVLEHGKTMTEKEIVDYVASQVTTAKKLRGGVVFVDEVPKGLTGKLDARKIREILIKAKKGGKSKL
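Biochemical qHTS of compounds, final roughly 60 µM downward over six points, against 10 nM purified firefly luciferase using Km concentrations of substrates (10 uM D-luciferin, 10 uM ATP) in Tris acetate pH 7.5 buffer; luminescence output.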
VP16 counter – VP16 counterscreen qHTS for inhibitors of ROR gamma transcriptional activity; Drosophila S2 Gal4-VP16 UAS-luciferase, luminescence, 20 h; Potency, µM (titrated, usually from 53.6 µM), without a hit: at the top dose activity, negative = inhibition, hits mostly inhibitors; hit rate 3.5% among 310,000;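 also: Gal4-VP16 expression switched on by copper sulfate through the metallothionein promoter; % is scaled to controls: 0 for no effect and ±100 for the full control effect; nearly all actives have a fitted effect of over 50% in size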
BRCA1 expr act – qHTS Assay to Identify Small Molecule Activators of BRCA1 Expression | MCF7-BRCA1-FFLuc reporter, luminescence, 48 h; response scale: scaled: vehicle 0%, 10 µM genistein 100% | Potency, µM (highest dose often 46.1 µM), inactives show top-dose activation, actives largely listed as activators | hit rate 1.1% among 380,000 | AID 624202, 2012; also: nearly all actives have a fitted effect of over 80% in size; some results filed as inactive show a strong effect at the top dose
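Luminescence from a BRCA1-driven firefly luciferase in MCF7 cells was the read-out, taken 15 min after substrate addition following 48 h compound exposure at 37 °C. Data were normalized to a 10 microM genistein control and DMSO vehicle.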
Rab9 prom act – qHTS Assay for Rab9 Promoter Activators; Huh7 Rab9 promoter-luciferase reporter, luminescence, 24 h; hit rate 2.8% among 320,000; Potency, µM (doses to about 9.22 µM), for inactives: top-dose activation, negative = inhibition, most hits filed as activators; also: % of control where 0% means no effect; nearly all actives have a fitted effect of over 60% in size
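Stable Rab9-luc Huh7, 1500 cells/well, 2 h settle; cmpd in DMSO, 24 h, 37 °C/5% CO2; luciferase reagent 10 min RT; luminescence.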
An asterisk follows results filed as active; u = inconclusive; x = not tested or not shown; [ ] = remark or other dose. Unless noted, calls follow the shape of the dose curve; as a rule, active = well fitted curve in the direction sought with a large enough effect; inconclusive = small, poorly fitted or top-dose-only effect, or another doubt; inactive = no such curve, though single readings can be large; an effect the other way counts as inactive or inconclusive. Potency is read from the fitted curve at half-maximal effect. Compounds as they come (roughly 13% active in at least one column).

SMILES | RORg inh | ELG1 genotoxic | MBNL1 CUG block | NPC1 promoter act | uPA surface inh | p53 reactivation | FLuc modulator | VP16 counter | BRCA1 expr act | Rab9 prom act
CC(C)(C)OC(=O)C[C@@H]1C/C=C\C[C@H](CC(=O)N(CCO)Cc2ccccc2)C(=O)N2CCC[C@@H]2COC1=O | x | 1% | x | x | 8% | -1% | x | x | 1% | x
CCS(=O)(=O)N1CCN(CC2CC3C=CC2C3)CC1 (stereo not drawn) | 6% | -1% | 0% | -2% | 1% | -4% | 0% | 8% | 2% | 1%
Cc1c(N(C)C)nc2ccccc2c1N | -12% | -3% | -6% | -2% | 2% | -17% | 0% | -6% | 14% | -4%[1.84 µM]
O=C(Nc1ccc2nc3n(c(=O)c2c1)CCCC3)c1cc([N+](=O)[O-])ccc1F | 5%[10 µM] | -14% | x | 3% | -7% | -15% | -13% | -97% | -82%[inhibitor] | 9%
NC[C@@]12CCCC1C1CCC2C1 (stereo partly drawn) | -16% | 2% | -3% | -6% | x | -18% | 3% | -2% | x | -1%
CCC1=NC(c2ccc(Br)cc2)N(O)C1(C)C (stereo not drawn) | -9% | 1% | -5% | 1% | 3% | 1% | -1% | -16% | -6% | -3%
C/C(=N\NC(=S)NCc1ccccc1)c1cccs1 | 0.45µM* | 5% | u | 11% | 2% | 25% | u | 2µM* | 0% | 26%
COc1ccc(C(=O)OCC(=O)NCc2ccc3c(c2)OCO3)cc1[N+](=O)[O-] | 0% | 1% | 7% | -1% | 0% | -8% | 4% | 1% | 10% | 1%
O=C1CCCN2N=C(SCC(=O)Nc3nc4ccccc4s3)SC2=N1 | 3% | 3% | 3% | 2% | -23% | 4% | 0% | -19% | -11% | -1%
Nc1nc2n(n1)C(c1cccc(Br)c1)CC(c1ccccc1)N2 (stereo not drawn) | -10% | -3% | -1% | -3% | -11% | 2% | 8% | -9% | 1% | -5%
CCOc1ccc(C(=O)Nc2cccc(NC(=O)c3cccs3)c2)cc1[N+](=O)[O-] | 38% | -6% | x | -1% | u | -2% | u | -2% | -22% | 1%
O=C(CC1C(=O)NCCN1Cc1c(F)cccc1Cl)NCCCN1CCCC1=O (stereo not drawn) | -26% | 2% | -4% | -5% | 16% | 6% | 0% | -4% | -24% | 0%
CSc1nc2ccsc2c(=O)n1-c1ccccn1 | 0% | 4% | -13% | 0% | -1% | -4% | 2% | 1% | 3% | 3%
Cc1cc(NC(=O)COC(=O)CCS(=O)(=O)c2cc(Cl)ccc2Cl)no1 | 0% | -2% | 0% | 0% | -6% | 20% | 1% | 7% | -5% | 0%
O=C(Nc1ncnc2sc3c(c12)CCCCC3)c1ccco1 | u | 10% | -8% | -11% | 2% | -4% | 1% | u | -24% | -19%
CC1(C)N=C(N)NC(Nc2ccc(Br)cc2)=N1 | 1% | -3% | -11% | -1% | 0% | -1% | 6% | -2% | -30% | -7%
CCOc1ccccc1C1CC(c2cccs2)=NN1S(C)(=O)=O (stereo not drawn) | 25% | -6% | 12% | -2% | -2% | -2% | 3% | 0% | -26% | -4%
O=C(CCCN1C(=O)/C(=C\c2ccccc2)SC1=S)Nc1cccc(C(=O)O)c1 | 0% | 0% | u | 2% | 0% | -7% | u | -26% | 19% | 3%
CCCSc1cc(N)cc([N+](=O)[O-])c1 | 18% | 2% | u | -4% | 0% | 2% | 5% | -5% | -2% | 3%
Cc1cc(NC(=O)CSc2nc3[nH]c(=O)cc(O)c3s2)ccc1Br | x | 0% | x | -7% | 1% | -1% | u | x | -2% | -2%
CC(C)c1ccc(NCCC(=O)c2cccs2)cc1 | -5% | u | 3% | u | 4% | u | 12µM* | u | 33% | u
CCOC(=O)CNC(=O)c1ccc(C)cc1 | 43% | 10% | 6% | 0% | 6% | 1% | 13µM* | -3% | 18% | 2%
O=C(Cc1ccccc1F)Nc1ccccc1N1CCCC1 | 3% | 4% | -7% | -8% | 1% | 6% | 0% | 3% | 3% | -4%
Cc1cc(NC(=O)CCC(=O)N(CCC(C)C)C(C(=O)NCC2CCCO2)c2ccccc2C)no1 (stereo not drawn) | 16% | -5% | 0% | 1% | 12% | -8% | -1% | 4% | -2% | 0%
NC(=O)c1ccc(SCC(=O)OCC(=O)N2CCCCC2)c([N+](=O)[O-])c1 | x | 2% | x | -2% | 1% | 1% | 3% | x | -10% | -6%
Carrying on.
SMILES | RORg inh | ELG1 genotoxic | MBNL1 CUG block | NPC1 promoter act | uPA surface inh | p53 reactivation | FLuc modulator | VP16 counter | BRCA1 expr act | Rab9 prom act
CCN(C(=O)CSc1nnc(-c2c[nH]c3ccccc23)o1)C1CCS(=O)(=O)C1 (stereo not drawn) | -1% | -9% | -4% | 1% | 5% | -1% | -14% | -4% | -1% | 11%
COC(=O)C1=C(C)NC2=C(C1c1ccc(O)cc1)S(=O)(=O)c1ccccc12 (stereo not drawn) | -9% | 5% | 12% | -1% | -4% | -3% | 4% | -18% | 1% | 0%
O=C(CCc1ccccc1)NCCCN1CCOCC1 | -8% | -1% | -11% | -2% | 0% | 5% | 0% | -8% | 0% | 7%
COC(=O)c1ccccc1NC(=O)/C=C/C(=O)O | -8% | -1% | -10% | 7% | 2% | 2% | 3% | 7% | -8% | 1%
COc1ccc(NC(=O)/C=C/c2ccco2)cn1 | -16% | u | 20% | 3.2µM* | -4% | 4% | 21µM* | -13% | 0% | 4µM*
Cc1ccccc1CN(C)CC(=O)Nc1ccccc1Oc1ccccc1 | -3% | -2% | -4% | -3% | 12% | 4% | 2% | -16% | -49% | -3%
CCc1nnc(NC(=O)c2ccc(S(=O)(=O)N3CCCCC3C)cc2)s1 (stereo not drawn) | -4% | 1% | 7% | -3% | 5% | 2% | 0% | 1% | -1% | 4%
N#CCNC1CC(=O)N(c2ccccc2)C1=O (stereo not drawn) | -2% | 0% | 0% | 0% | -2% | x | -1% | 2% | 2% | 0%
CCOC(=O)C1=C(C)N=c2s/c(=C\c3cccc(OCC(=O)O)c3)c(=O)n2C1c1ccccc1 (stereo not drawn) | 34% | -1% | u | -4% | 2% | 7% | -1% | -16% | -7% | 5%
O=C(CCC(=O)NCCCc1ccccc1)NCCCc1ccccc1 | -2% | 1% | u | -15% | -7% | 1% | 3% | u | -14% | 8%
COc1ccc(S(=O)(=O)NC(C)C(=O)Nc2ccc3c(c2)OCCO3)cc1OC (stereo not drawn) | -21% | 10% | -3% | -4% | 5% | 5% | 0% | 3% | 0% | 1%
Cc1cccc(C(CC(=O)N2CCCCC2)c2ccccc2)c1O (stereo not drawn) | 5% | -3% | 0% | 1% | 0% | 18% | 3% | -6% | -30% | -16%
COC(=O)c1nnc(-c2ccccc2)nc1OC | u | 0% | u | 0% | -5% | 15% | -1% | -23% | 2% | 0%
COc1cc(OC)c(OC)cc1CNC(=O)c1ccc(S(=O)(=O)N2CC(C)OC(C)C2)cc1 (stereo not drawn) | x | 1% | x | -2% | -10% | 0% | 0% | x | -4% | -3%
CC1CCCC(C)N1S(=O)(=O)c1ccc(S(=O)(=O)NCc2ccccc2)cc1 (stereo not drawn) | -8% | 19% | u | -3% | 5% | 7% | 3% | 18% | 0% | -5%
Cc1ccccc1-c1ncc(CN2CCN(C3CCCC3)C(CCO)C2)cn1 (stereo not drawn) | 1% | 4% | 3% | 0% | 5% | 9% | 5% | 4% | -6% | -3%
CN1/C(=C\C(=O)COC(=O)c2nccnc2N)C(C)(C)c2ccccc21 | x | 3% | x | -1% | 1% | -2% | -1% | x | 7% | -4%
COc1ccc(NC(=S)NCCc2ccc(F)cc2)c(OC)c1 | u | 0% | -5% | 1% | -2% | -6% | 3% | u | 0% | -2%
Cc1cc(C(=O)OC(C)C(=O)NC2CCCCC2C)c(C)o1 (stereo not drawn) | x | 0% | x | -8% | -3% | 3% | 9% | x | 1% | 2%
CCOC(=O)c1sc(C)c(C(=O)NC2CCCCC2)c1N | 34% | 5% | -5% | 23% | 5% | 19% | -15% | 1% | 40% | 22%
CCC(CC)C(=O)Nc1nnc(S(=O)(=O)Nc2ccccc2C)s1 | -1% | 0% | -8% | -2% | 10% | -5% | -1% | 5% | 3% | 1%
COc1ccc(Cc2nc3ccc(C(=O)N(C)CCCN4CCOCC4)cc3o2)cc1 | -7% | 0% | 5% | 7% | -6% | 11% | 1% | 15% | 13% | -5%
CSc1nc(-c2ccccc2)cc(C)c1C#N | 1% | 3% | 3% | -1% | -7% | 0% | -11% | -2% | -53% | -3%

A few values from above.
BRCA1 expr act result of Cc1cc(NC(=O)CSc2nc3[nH]c(=O)cc(O)c3s2)ccc1Br reads -2%
VP16 counter result of COc1ccc(S(=O)(=O)NC(C)C(=O)Nc2ccc3c(c2)OCCO3)cc1OC (stereo not drawn) reads 3%
